# High-throughput results as filed in PubChem.
# ADAM17 inh = inhibits human ADAM17 | recombinant ADAM17, EDANS/DABCYL FRET peptide cleavage | inhibition, % at 6.95 µM | 370,000 tested, 0.83% active | AID 720648;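 active = inhibition above the mean of compounds lying between control limits plus 3 SD, set per campaign, cut at about 8.5% in these data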;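 also: 0% = DMSO-only wells as the low control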
# ASAP1 GAP inh = inhibitors of human ASAP1 ArfGAP activity; ASAP1-stimulated ARF1 GTP hydrolysis, GDP FP detection; inhibition, % at 16.5 µM; 360,000 tested, 0.19% active; AID 624377; in the data active = inhibition above about 25%;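 also: 0% = vehicle with enzyme and substrate and 100% = no enzyme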
# Tn7 DDE FP = DD(E)-Tn7 binding inhibition, primary FP screen. P02675. FP displacement of FITC-Tn7 peptide from fibrin DD(E); 0% = median of compound wells per plate. inhibition, % at 8.3 µM. 370,000 tested, 0.13% active;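 active = inhibition above the mean of compounds falling within the control limits plus 3 SD of them, cut at about 14% in these data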;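 also: 0% = plate median of compound wells and 100% = 10 µM Aha-Tn7 peptide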
# Target sequence (P02675 whole entry, looked up): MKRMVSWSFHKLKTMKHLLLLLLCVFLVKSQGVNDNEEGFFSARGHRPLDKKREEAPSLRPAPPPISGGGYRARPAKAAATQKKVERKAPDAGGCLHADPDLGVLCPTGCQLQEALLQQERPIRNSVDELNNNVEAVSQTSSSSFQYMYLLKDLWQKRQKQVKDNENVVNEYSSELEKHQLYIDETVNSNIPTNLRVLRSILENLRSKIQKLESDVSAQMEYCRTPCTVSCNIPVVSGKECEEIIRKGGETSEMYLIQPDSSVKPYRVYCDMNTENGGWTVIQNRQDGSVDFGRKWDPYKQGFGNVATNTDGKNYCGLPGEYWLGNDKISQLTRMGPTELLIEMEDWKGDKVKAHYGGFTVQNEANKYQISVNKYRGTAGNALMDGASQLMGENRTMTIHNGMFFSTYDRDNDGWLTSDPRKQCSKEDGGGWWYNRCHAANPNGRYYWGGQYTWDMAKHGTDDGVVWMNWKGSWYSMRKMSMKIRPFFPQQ
#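 Measure: % inhibition scaled between sample-field median and high-control FP; Test system: human fibrin DD(E); Quantity: 2 µM final DD(E) protein; Doses: one dose, 8.3 µM nominal; Schedule: compound with protein 10 min, then 3 h after probe, room temperature; Detection: fluorescence polarization; Medium: Tris buffer with calcium and detergent, pH 7.8.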
# proKLK7 act = activators of human kallikrein-7 zymogen; P49862; 370,000 tested, 0.9% active; purified proKLK7, EDANS-DABCYL substrate fluorescence; 100% is mature enzyme control, 0% vehicle; activation, % at 7 µM;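 active = activation above the mean of all tested compounds plus 3 SD, computed per campaign excluding outliers beyond control limits, cut at about 13% in these data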
# Target sequence (P49862 whole entry, looked up): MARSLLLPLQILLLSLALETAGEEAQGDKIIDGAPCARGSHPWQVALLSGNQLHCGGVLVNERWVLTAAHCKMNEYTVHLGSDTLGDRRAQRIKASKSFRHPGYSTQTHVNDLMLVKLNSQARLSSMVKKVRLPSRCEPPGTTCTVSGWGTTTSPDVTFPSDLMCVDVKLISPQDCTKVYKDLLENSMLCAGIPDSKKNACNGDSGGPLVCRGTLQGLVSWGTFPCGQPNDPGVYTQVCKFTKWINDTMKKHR
# ARFGAP1 inh = inhibits rat ARF GTPase activating protein 1 | Arfgap1-stimulated ARF1 GTP hydrolysis, GDP FP detection | inhibition, % at 16.5 µM | 360,000 tested, 0.26% active;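 active = inhibition above a per-plate limit, mean inhibition of low control wells plus 3 SD, cut at about 25% in these data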;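 also: 0% = DMSO wells with enzyme and 100% = wells lacking Arfgap1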
# Target sequence (Q62848 1-136 limits assumed): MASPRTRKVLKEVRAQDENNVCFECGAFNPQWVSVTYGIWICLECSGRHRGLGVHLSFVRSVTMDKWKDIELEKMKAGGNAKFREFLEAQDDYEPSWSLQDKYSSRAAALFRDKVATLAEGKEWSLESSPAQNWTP
#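 Material: rat Arfgap1 catalytic domain, aa 1-136; also added: human ARF1(Δ1-17)-GTP substrate; compound dosing: one concentration, 16.5 µM, DMSO 1.26%; incubation: GTP hydrolysis reaction 2 h at 25 °C; measured by: Tracer-displacement fluorescence polarization with EDTA stop, 620/688 nm; evaluation: % inhibition from polarization; repeats: one replicate per compound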
# TDP2 inh = TDP2 (human) inhibition, absorbance primary screen; inhibition, % at 12.8 µM; 370,000 tested, 0.34% active; AID 720702; recombinant TDP2, T5PNP hydrolysis, p-nitrophenol absorbance 415 nm; O95551;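 active = inhibition above the mean of all tested compounds plus 3 SD, set per campaign, cut at about 25% in these data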;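 also: 0% = DMSO with enzyme and 100% = buffer with substrate but no TDP2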
#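 Assay system: Recombinant human TDP2 | Quantity: 120 nM TDP2 per well | Incubation: 2 h at 37 °C | Signal: Epi absorbance | Evaluation: Percent inhibition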
# DDE Tn6 FP inh = DD(E)-Tn6 binding inhibition, primary FP screen. P02675. Fibrin DD(E) TRITC-Tn6 fluorescence polarization displacement. inhibition, % at 8.3 µM. 370,000 tested, 0.21% active;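 active = inhibition above a per-campaign cutoff: mean of compounds within control limits plus 3 SD, cut at about 15% in these data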;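 also: 0% = median of all compound wells on the plate and 100% = blocking peptide control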
# PLC-gamma1 inh = PLC-gamma1 (human) inhibition, primary screen. P19174. 370,000 tested, 0.84% active. inhibition, % at 12.2 µM. purified PLC-gamma1, fluorogenic substrate, fluorescence. AID 720700; in the data active = inhibition above about 9.5%
# ADAM10 inh = ADAM10 inhibition, QFRET primary screen. recombinant ADAM10, EDANS/DABCYL FRET peptide cleavage, 3 h. 370,000 tested, 0.62% active. inhibition, % at 7 µM;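 active = inhibition above a per-campaign cutoff equal to the mean of compounds falling between control-based bounds plus 3 SD, cut at about 20% in these data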;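 also: 0% = DMSO wells while the 100% control is not disclosed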
# LEDGF integ inh = blocks HIV-1 LEDGF/p75-dependent DNA integration | TR-FRET IN-LEDGF/p75 DNA integration, Eu/Cy5 | inhibition, % at 3.7 µM | 370,000 tested, 0.64% active | AID 743269;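 active = inhibition above the screen-wide mean plus 3 SD, cut at about 13% in these data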;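 also: signal is the Cy5 over europium emission ratio at 671 and 618 nm; 0% = plate median of compound wells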
# * marks the source's active call; other numbers are inactive results; i = inactive.
Structure,DDE Tn6 FP inh,ADAM17 inh,ADAM10 inh,PLC-gamma1 inh,Tn7 DDE FP,ASAP1 GAP inh,proKLK7 act,TDP2 inh,ARFGAP1 inh,LEDGF integ inh
O=C(c1ccc(NS(=O)(=O)c2ccc3c(c2)OCCO3)cc1)N1CCCCC1,-3,-4,4,0,-5,6,-0.3,-8,-7,7
N#CCCN(C(=O)COC(=O)CCc1c[nH]c2ccccc12)c1ccc(F)cc1,3,-2,2,1,1,-6,-0.3,0,-7,-1
COc1ccc(-n2nnc3c(=O)n(CC(=O)N4CCCCC4)cnc32)cc1,-3,0,-7,-3,1,1,0.4,4,5,1
CCOC(=O)[C@]12CCC=C1N(Cc1ccco1)C(=O)[C@H](CC(=O)N1CCN(C(=O)C3CC3)CC1)C2,-1,0,-7,-1,-6,6,-0.2,-4,11,1
C=C1CCN([C@@H](Cc2ccccc2)C(=O)N2CCOCC2)S(=O)(=O)c2ccccc21,10,-1,0,-3,3,-4,-1.0,6,0,1
CCN(CCO)c1ccc(NC(=S)Nc2cccc(S(=O)(=O)N(C)C)c2)cc1,-3,-3,-5,-7,-5,-2,0.1,36*,-19,24*
Cc1ccnc(NC(=O)C2CCCN(S(=O)(=O)c3ccc4[nH]c(=O)ccc4c3)C2)c1 (configuration not stated),1,-4,-2,0,0,10,0.0,-5,1,-4
COc1ccc(CCn2c(C)cc(C(=O)CN3C(=O)C(=O)N(Cc4ccco4)C3=O)c2C)cc1,12,2,16,-22,4,-2,0.4,-6,-11,1
CCCOc1ccc(C2C(C(=O)c3ccc(C)o3)=C(O)C(=O)N2CCN2CCOCC2)cc1OC (configuration not stated),-8,-4,-6,-12,1,2,0.7,1,3,-1
CC(=O)N1CCN(CCN2C(C)=CC(=C(C#N)C#N)C=C2C)CC1,-7,-4,-2,3,9,3,0.4,-5,-12,-1

# 2 compounds drawn at random from those above:
Structure,DDE Tn6 FP inh,ADAM17 inh,ADAM10 inh,PLC-gamma1 inh,Tn7 DDE FP,ASAP1 GAP inh,proKLK7 act,TDP2 inh,ARFGAP1 inh,LEDGF integ inh
CCCOc1ccc(C2C(C(=O)c3ccc(C)o3)=C(O)C(=O)N2CCN2CCOCC2)cc1OC (configuration not stated),-8,-4,-6,-12,1,2,0.7,1,3,-1
CC(=O)N1CCN(CCN2C(C)=CC(=C(C#N)C#N)C=C2C)CC1,-7,-4,-2,3,9,3,0.4,-5,-12,-1

# (listing goes on)
Structure,DDE Tn6 FP inh,ADAM17 inh,ADAM10 inh,PLC-gamma1 inh,Tn7 DDE FP,ASAP1 GAP inh,proKLK7 act,TDP2 inh,ARFGAP1 inh,LEDGF integ inh
CCn1cc(C(=O)O)c(=O)c2cc(F)c(N3CCN(C(=O)Nc4ccccc4)CC3)cc21,3,-22,-47,-20,2,6,-0.7,4,-5,-1
COc1ccc(C(=O)Nc2ccc(NC(=O)c3cccs3)cn2)cc1,1,-4,-1,-3,5,13,1.1,5,5,-3
CCOC(=O)c1cnc(SCC(=O)c2ccc3c(c2)OCCO3)nc1N,-3,2,0,-1,-2,3,0.1,1,3,-1
O=C(CP(=O)(O)CC(=O)c1ccccc1)c1ccccc1,-1,-1,0,1,0,-5,0.1,13,-4,4
O=C(C(=O)N1CCC(CNS(=O)(=O)c2ccc(F)c(F)c2)CC1)c1cc2ccccc2o1,0,-2,-1,-3,3,2,0.3,6,7,-1
COc1ccc(-c2oc3c(c2C#CCCCCO)C(OCCO)CC3)cc1 (configuration not stated),-5,-40,-158,-29,2,4,5.5,8,19,2
c1ccc(N2CCN(Cc3cn4ccccc4n3)CC2)cc1,-10,-6,-14,4,1,16,0.6,2,15,-1
CCOC(=O)C1=CN(C(C)C)CCC1=O,-9,2,-7,-1,0,15,-0.1,2,-6,0
CC(=O)Oc1ccc2c(=O)c(/C=N/c3cc(=O)[nH]c(=S)[nH]3)coc2c1,-6,0,-6,-38,-1,-2,-0.1,-17,0,0
CCCC(=O)Nc1nc(-c2ccc(OC)cc2)cs1,-7,-1,3,4,0,1,-0.3,-6,5,-6
COC(=O)[C@@]12C[C@@H](CC(=O)NCc3ccc(OC)c(OC)c3)C(=O)N(Cc3ccccc3)C1=CCC(C)(C)C2,5,-1,-2,-3,5,-2,0.0,7,1,-2
COc1ccc(CC2(CO)CCN(S(=O)(=O)c3sccc3C)CC2)cc1,7,0,5,3,9,0,0.6,-3,4,-2
O=C(Cn1cc([N+](=O)[O-])ccc1=O)NCC(=O)Nc1ccc(F)c(F)c1F,1,-4,-15,0,1,-6,-0.5,-1,12,-1
Cc1ccc(/C=N/NC(=O)c2ccc(-n3cnnn3)cc2)cc1,1,-1,-1,0,-10,-5,1.6,6,4,1
CSc1ccc(C(O)c2ncc(-c3ccc(F)cc3)[nH]2)cc1 (configuration not stated),-5,0,-4,-1,1,2,1.0,-9,10,1
C=CCn1c(-c2cc(-c3ccccc3)sc2N)n[nH]c1=S,-1,-5,-19,-6,-5,-6,-4.7,-5,1,0
COc1ccc([C@H]2CN(c3ccc(OC)cc3)C(=O)[C@@H]2CC(=O)Nc2ccccc2)cc1,-3,-1,0,-1,2,28*,0.3,0,0,-1
COC(=O)NCc1cccc(CNC(=O)OC)c1,-1,0,-4,5,1,15,0.1,6,0,2
O=c1[nH]n2c(=O)c3c([nH]c2c1N=Nc1ccccc1)CCC3,-3,4,-2,1,2,9,-0.4,-5,1,2
C[C@H](CO)N1C[C@H](C)[C@H](CN(C)Cc2ccncc2)Oc2ncc(C#CC3CC3)cc2C1=O,12,-5,-17,-3,0,-9,0.6,-1,-1,-2
CC(C)n1nnnc1SCC(=O)Nc1ccccc1N1CCOCC1,-7,-4,-2,1,-2,17,-0.1,-11,12,-2
CC(C)COc1cc(=O)[nH]c(SCC(C)C)n1,3,1,4,4,3,-9,-0.7,-16,-9,-5
CC(=O)Nc1ccc(C(=O)OCCc2ccccc2)cc1,-10,1,0,2,5,-7,0.1,-3,11,5
CN1CCN(C(=O)c2ccc3c(c2)N(C)C(=O)/C(=C/c2cccc(Cl)c2)S3)CC1,7,-5,0,-48,5,-2,0.8,4,-3,-2
O=C(CSc1ccc(Br)cc1)N1CCN(S(=O)(=O)c2ccccc2)CC1,4,1,1,-1,-1,-1,0.5,-4,8,1
Cc1cc2c(cc1S(=O)(=O)N1CCN(c3cccc(C(F)(F)F)c3)CC1)OCC(=O)N2,-6,2,-1,-1,-2,10,0.1,6,3,3
CCOc1nc(Nc2ccc(OC)c(Cl)c2)nc(OCC)n1,-7,-3,-2,4,1,5,0.1,0,6,-5
Cc1ncc(CO)c2cc(S(=O)(=O)c3ccc(F)cc3)c(=O)oc12,4,-23,-79,-11,0,-4,-0.1,-8,-8,-2
CN(C)Cc1csc(NC(=O)Nc2cccc(C(F)(F)F)c2)n1,4,-1,-20,1,1,7,0.0,1,4,1
O=C(NCc1ccccc1Cl)c1ccc2nc[nH]c2c1,-5,-1,2,2,-9,5,-0.1,-14,3,2
Cc1ccc(S(=O)(=O)Cc2ccc(C(=O)N3CCN(c4ccc(F)cc4)CC3)o2)cc1,4,-2,-3,-2,3,-7,0.1,1,7,-2
Oc1ccc(Br)cc1CNn1cnnc1,4,0,-2,8,-4,-3,-0.1,-2,-6,1
O=C(c1cccc([N+](=O)[O-])c1)N1CCN(c2ccccn2)CC1,1,-2,-4,-1,-2,0,0.1,13,-4,2
C#CCOCCOCCOCCNc1nc(N2CCOCC2)nc(N2CCN(C(=O)[C@H](Cc3ccc(O)cc3)n3cc([C@@H](N)CC(C)C)nn3)CC2)n1,4,-2,-7,1,6,-7,-0.4,0,1,-1
O=C(CSc1nnc(CNC(=O)c2cccs2)o1)NC1CCCCC1,-2,0,1,2,-7,3,-0.4,-13,-5,2
COc1cc2ccccc2cc1-c1nnc(COc2ccccc2)o1,2,-1,-14,0,0,9,0.6,2,-7,0
Cc1ccc(-c2cc(C(=O)Nc3ccc(S(=O)(=O)Nc4ncccn4)cc3)[nH]n2)c(O)c1C,-10,1,9,3,-1,13,-0.1,-9,4,1
CCSC(C)CC1C/C(=N/O)c2c(C)noc2C1 (configuration not stated),2,-5,0,0,4,8,0.1,4,8,-1
C=C(C)Cn1c2ccc(NC(=O)NCc3ccccc3)cc2c(=O)n1C,4,i,i,-459,3,-7,28*,10,9,-1
Cc1ccn2nc(C(=O)OCC(=O)N(CC(C)C)C3CCS(=O)(=O)C3)nc2n1 (configuration not stated),11,-6,-10,1,-4,7,1.1,0,2,-1
CCCN(CC(=O)Nc1ccccc1C)C(=O)c1ccc(C2SCCS2)cc1,2,2,-5,1,0,-12,0.1,-1,2,3
Cc1ccc(/C=C/C(=O)OCC(=O)Nc2cccnc2Cl)o1,4,0,-10,2,4,-13,-0.2,5,3,-2
CC(C)c1ccc(OCC(O)CNC(C)c2ccccc2)cc1 (configuration not stated),3,-3,-19,2,7,-11,0.3,-12,6,-7
COc1ccc(N(CC(=O)NCc2ccc(F)cc2)S(=O)(=O)c2c(C)n[nH]c2C)cc1,-2,-1,4,1,3,-1,0.0,-7,-6,-1
Fc1ccc(-c2nc3c(Cl)cc(C(F)(F)F)cn3c2Cc2ccsc2)cc1,2,0,1,0,-8,8,-0.2,7,-2,3
Cc1onc(C(=O)N2CCC(C(N)=O)CC2)c1-c1ccccc1Cl,7,-3,0,-2,4,3,-0.2,0,16,0
COC(=O)c1sc(NC(=O)C2CCCCC2C(=O)O)c(C(=O)OC)c1C (configuration not stated),-6,-4,0,-1,-6,-3,0.2,5,-4,0
COCC(C)NCc1ccc(C)cc1C (configuration not stated),-4,3,0,3,-11,-4,-0.5,5,-11,6
COc1ccc(C(=O)NCc2cccnc2)cc1OC,-3,-1,-2,5,-2,11,0.0,0,-8,4
O=C(OCc1ccccc1)N1CCC2CC1c1cc(Cl)ccc12 (configuration not stated),-6,-1,-2,-2,4,-6,0.0,-2,7,-1

# Going on with the list.
Structure,DDE Tn6 FP inh,ADAM17 inh,ADAM10 inh,PLC-gamma1 inh,Tn7 DDE FP,ASAP1 GAP inh,proKLK7 act,TDP2 inh,ARFGAP1 inh,LEDGF integ inh
CC(C)(C)c1ccc(C(=O)Nc2ccc(O)c3c(=O)cc(-c4ccccc4Cl)oc23)cc1,3,-3,-11,2,5,3,0.1,-3,-8,1
NS(=O)(=O)c1ccc(NC(=O)COC(=O)c2cc3ccccc3oc2=O)cc1,6,-22,-46,-9,6,-6,-6.0,12,11,-1
Cc1noc(C)c1NC(=O)Nc1ccc2c(c1)C(=O)N([C@H](C)CO)C[C@H](C)[C@@H](CN(C)S(=O)(=O)c1cccs1)O2,1,1,1,6,-8,0,0.4,5,-3,3
Cc1ccc(SC(c2ccc(C)cc2)C(Cn2cncn2)C(=O)c2ccccc2)cc1 (configuration not stated),1,0,-1,2,-6,-10,-0.1,2,11,-1

# Random draw from the library. Share with any hit: about 4.2%.
